Rab7 wt GTP bind = modulators of GTP binding to Rab7, primary screen, biochemical, wildtype, multiplex bead flow cytometry. Rab7 GTPase wild type (dog), Bodipy-FL-GTP binding. GTP binding activity (percent of control), % at 10 µM. 190,000 tested, 0.055% active. GST-Rab7 beads, fluorescent GTP binding; actives lie on both sides; untreated = 100%, excess cold GTP = 0%;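 active = fluorescent GTP binding to Rab7 beads changed by at least 20 points from the 100% baseline, either direction, mostly lower; inconclusive = compound itself probably fluorescent, or too few beads counted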;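 note: median green fluorescence of bound Bodipy-FL-GTP per Rab7 bead population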
Pf gamet viab = late stage P. falciparum gametocyte viability inhibitors, primary screen, ATP luminescence, HTS; P. falciparum stage V gametocytes, 24 h; inhibition, % at 10.9 µM; 150,000 tested, 0.065% active;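 active = inhibition above the mean plus 3 SD of compounds within the control limits, set per campaign, cut at about 38% in these data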;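 note: 0% = DMSO wells and 100% = medium only without gametocytes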
Rac1 wt GTP bind = wildtype Rac1 GTP binding modulators, primary screen, biochemical, GST-Rac1 beads, flow cytometry, multiplex; 190,000 tested, 0.27% active; Ras-related C3 botulinum toxin substrate 1 (Homo sapiens), P63000; GTP binding activity (% of control), % at 10 µM; fluorescent GTP binding; actives lie on both sides; 0 = cold GTP competed, 100 = untreated;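 active = GTP binding activity at least 20 points away from the 100% control level, either lower or higher; inconclusive = compound flagged as likely green fluorescent, judged across all proteins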
Mcl1 Noxa PPI = Mcl-1/Noxa binding inhibitors, primary screen, biochemical, TR-FRET, 1536-well; inhibition, % at 21.7 µM; Induced myeloid leukemia cell differentiation protein Mcl-1 (Homo sapiens), Q07820; TR-FRET Mcl-1/Noxa peptide binding, 2 h; 220,000 tested, 1.5% active;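 active = compounds that cut the protein-peptide binding signal by more than 50% relative to plate controls in a single-dose test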;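 note: His-tagged Mcl-1 with rhodamine Noxa BH3 peptide and terbium anti-His antibody; 0% = Mcl-1 plus Noxa peptide wells and 100% = peptide-only wells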
Target sequence (Q07820 whole entry, looked up): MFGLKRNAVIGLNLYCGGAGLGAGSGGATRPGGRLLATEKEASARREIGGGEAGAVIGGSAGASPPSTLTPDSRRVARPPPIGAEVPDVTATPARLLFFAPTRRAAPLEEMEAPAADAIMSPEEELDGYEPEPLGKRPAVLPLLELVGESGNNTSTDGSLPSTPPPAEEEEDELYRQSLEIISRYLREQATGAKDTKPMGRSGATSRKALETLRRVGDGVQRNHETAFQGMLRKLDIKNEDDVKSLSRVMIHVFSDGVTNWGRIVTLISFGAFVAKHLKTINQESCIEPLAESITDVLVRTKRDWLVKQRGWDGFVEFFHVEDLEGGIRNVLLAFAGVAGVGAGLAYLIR
Mcl1 Bid PPI = Mcl-1/Bid binding inhibitors, primary screen, biochemical, TR-FRET, 1536-well. 220,000 tested, 0.97% active. TR-FRET Mcl-1/Bid-Dy647 peptide binding. inhibition, % at 21.7 µM. AID 1021, 2008. Induced myeloid leukemia cell differentiation protein Mcl-1 (Homo sapiens), Q07820;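 active = compounds that cut the binding signal by more than half at the single screening dose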;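 note: His-tagged Mcl-1 with europium anti-His antibody binding Bid BH3 peptide; 0% = Mcl-1 plus peptide wells and 100% = peptide-only wells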
HRas wt GTP = modulators of GTP binding to HRas wildtype, primary screen, biochemical, bead-based flow cytometry, multiplex; GTPase HRas (Homo sapiens), P01112; GTP binding activity, % at 10 µM; 190,000 tested, 0.14% active; GST-Ras wt beads, Bodipy-FL-GTP binding; actives lie on both sides; AID 759, 2007;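 active = GTP binding activity at least 20% away from the 100% baseline, either lowered as inhibitor or raised as activator; inconclusive = flagged as likely green fluorescent, judged across all proteins in the well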;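 note: 0% = unlabeled GTP competition control and 100% = no-compound control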
Target sequence (P01112 whole entry, looked up): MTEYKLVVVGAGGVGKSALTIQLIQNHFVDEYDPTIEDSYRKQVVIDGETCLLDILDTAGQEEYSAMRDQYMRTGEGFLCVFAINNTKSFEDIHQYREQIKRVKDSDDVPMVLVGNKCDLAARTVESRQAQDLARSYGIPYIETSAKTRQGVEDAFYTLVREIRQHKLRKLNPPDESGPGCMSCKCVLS
GSH fluor = compound fluorescence on glutathione beads, profiling panel, artefact control, biophysical, 488/530 nm, flow cytometry; GSH beads flow cytometry, compound fluorescence 488/530 nm; stronger effect = higher value; fluorescence (KMESF) at 10 µM; 190,000 tested, 0.25% active; in the data active = fluorescence above about 89;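 note: glutathione beads carrying GST-tagged Bcl family fusion proteins plus one bare bead set; values are compound well signal with DMSO vehicle wells as background; inactives centre near 16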
Avidin fluor = green autofluorescence of compounds with avidin beads – biophysical, 488/530 nm, flow cytometry, artefact control, profiling panel; fluorescence (KMESF) at 10 µM; compound fluorescence 488/530 nm; stronger effect = higher value; 220,000 tested, 0.38% active; in the data active = fluorescence above about 47; note: inactives centre near 10
Rab2 wt GTP = modulators of GTP binding to Rab2A wildtype, primary screen, biochemical, dog, bead-based flow cytometry, multiplex | GST-Rab2 wt beads, Bodipy-GTP binding | Ras-related protein Rab-2A (Canis lupus familiaris), P61105 | AID 760, 2007 | GTP binding activity, % at 10 µM | 190,000 tested, 0.19% active;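 active = GTP binding activity at least 20 points away from 100%, either lowered or raised; inconclusive = signal likely due to the compound's own green fluorescence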;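 note: 0% = beads with excess unlabeled GTP and 100% = no-compound control corrected for plate trend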
Rac1 mut GTP = GTP binding modulators of activated mutant Rac1, primary screen, biochemical, bead-based flow cytometry, multiplex, fluorescent GTP; 190,000 tested, 0.11% active; AID 764, 2007; GST-Rac1 activated beads; actives lie on both sides; 100% means binding = to untreated wells; percent activity (GTP binding), % at 10 µM;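 active = GTP binding at least 20 percentage points away from the 100% baseline, in either direction, so actives lie on both sides; inconclusive = Compound likely fluorescent itself, or too few beads counted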
Cdc42 wt GTP = modulators of GTP binding to wildtype Cdc42, primary screen, biochemical, multiplex bead flow cytometry, Bodipy-GTP | 190,000 tested, 0.2% active | GST-Cdc42 beads; actives lie on both sides | Cell division control protein 42 homolog (Homo sapiens), P60953 | percent activity (GTP binding), % at 10 µM;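 active = percent activity GTP binding at least 20 points away from the 100% baseline, either down as inhibitor or up as activator; inconclusive = compound flagged as likely green fluorescent from well-wide comparison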;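 note: median bead fluorescence of bound Bodipy-FL-GTP at 100 nM; 0% = excess unlabeled GTP control and 100% = no compound control; below 100% means less GTP binding so inhibitor and above means activator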
Target sequence (P60953 whole entry, looked up): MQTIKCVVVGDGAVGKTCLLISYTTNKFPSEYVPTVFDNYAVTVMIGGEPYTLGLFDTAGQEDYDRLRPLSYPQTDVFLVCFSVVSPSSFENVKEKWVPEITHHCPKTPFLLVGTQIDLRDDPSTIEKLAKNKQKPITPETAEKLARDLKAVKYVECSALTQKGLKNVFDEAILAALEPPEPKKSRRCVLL
Numbers without * were called inactive; u = inconclusive; x = no result given.

SMILES	Rab7 wt GTP bind	Pf gamet viab	Rac1 wt GTP bind	Mcl1 Noxa PPI	Mcl1 Bid PPI	HRas wt GTP	GSH fluor	Avidin fluor	Rab2 wt GTP	Rac1 mut GTP	Cdc42 wt GTP
Cc1ccc(C)c(N2C(=O)c3cc(N4CCOCC4)c([N+](=O)[O-])cc3C2=O)c1	98	x	103	-14	-18	100	4	12	99	99	100
Cc1cccc(NC(=S)N2CCOCC2)c1C	98	x	103	-2	-56	101	15	14	99	99	99
COc1cccc(/C=C/C(=O)OCC(=O)NCC2CCCO2)c1OC (centres undefined)	100	-12	105	1	-1	100	11	7	100	101	107
CN1c2cccc3cccc(c23)N(C)C1c1cccs1	97	x	100	41	-46	101	18	10	101	98	102
COc1ccc(N2C(=O)c3ccccc3NC23CCCCC3)cc1	102	-1	107	5	-5	103	11	8	99	99	100
Cc1ccc(S(=O)(=O)Nc2ccccc2-c2ccccc2)cc1	108	-62	112	-8	10	109	20	27	111	105	110
N#Cc1c(N)nc2c(c1-c1ccncc1)CCCCC2	100	38	103	16	-13	101	12	14	102	100	99
COCCCNC(=O)CSc1ccsc1[N+](=O)[O-]	104	10	105	28	-32	100	22	9	101	98	101
O=C(NNc1ccccc1[N+](=O)[O-])Nc1ccc(Cl)c(Cl)c1	101	-10	104	25	-20	101	6	14	101	103	102
COc1cccc(-c2nn(-c3ccccc3)cc2/C=C\C(=O)c2cccs2)c1	97	x	98	0	-6	98	12	37	96	96	99
COC(=O)CNC(=O)c1ccccc1F	102	7	105	-1	-2	105	11	17	102	101	104
Cc1cccc(N2CCN(Cc3cnc(Cl)s3)CC2C)c1 (centres undefined)	92	19	95	11	-31	94	25	11	98	93	96
CCOC(=O)c1ccc(NC(=O)c2cccc(C)c2[N+](=O)[O-])cc1	101	12	99	17	1	97	11	13	95	96	97
CCC(=O)Nc1c(S(=O)(=O)c2ccc(C)cc2)c2nc3ccccc3nc2n1C(C)c1ccccc1 (centres undefined)	98	-36	97	23	35	96	12	6	95	94	99
O=C(COC(=O)Cc1n[nH]c(=O)c2ccccc12)Nc1ccc(Cl)cc1F	102	3	97	19	-17	98	14	11	96	94	94
CSc1cccc(NC(=S)N(CCCN2CCCC2)Cc2cccs2)c1	108	-12	106	16	-42	102	13	10	103	98	100
COc1cc(/C=C(\NC(C)=O)C(=O)Nc2ccc(NC(C)=O)cc2)ccc1OC(C)=O	99	x	104	23	-15	98	7	14	100	101	102
COc1ccc(S(=O)(=O)NCc2ccc(C(=O)N(C)Cc3ccco3)cc2)cc1	101	x	99	-2	-1	99	25	38	99	96	98
N#C/C(C(=O)Oc1ccccc1)=C1\C=Cc2ccccc2N1	100	x	99	-5	-20	99	10	10	100	96	100
COc1ccc(Oc2c(Cl)cnn(-c3ccccc3)c2=O)cc1	100	-4	106	19	8	105	17	33	103	102	107
NNS(=O)(=O)c1ccc(Cc2ncc(C(F)(F)F)cc2Cl)s1	97	5	103	5	-5	99	26	35	98	98	100
CCSC1=NN2CCS(=O)(=O)N=C2S1	109	9	99	8	-15	103	15	9	102	97	99
Cc1ccccc1NC(=O)Cc1nnc(SCC(=O)c2ccc(Br)cc2)n1C	97	x	100	-5	16	100	48	4	99	98	101
Cc1ccc(C(=O)OCC(=O)NC2CCCCC2)s1	105	-2	98	3	-25	98	9	13	99	95	96
Cc1cccc(N2CCN(c3cccc(C)c3)C2c2cccnc2)c1	95	12	94	11	-1	96	38	4	94	94	94
Cc1[nH]c2ccccc2c1Cc1n[nH]c(=S)o1	102	x	104	28	-20	101	21	6	101	99	103
O=C(Cn1nnc(-c2ccc(N3CCOCC3)cc2)n1)OC1CCCCC1	102	7	99	-13	-21	102	24	12	99	98	98
O=C(CSc1nc2ccc(Nc3nc(N4CCOCC4)nc(N4CCOCC4)n3)cc2s1)NCc1ccco1	105	x	105	18	5	102	13	8	99	98	99
CC(C)CCNC(=O)c1ccc2c(SCC(=O)O)c3c(nc2c1)CCCC3	99	20	101	20	-4	97	24	12	99	96	99
Cc1ccc(-c2nsc(SCC(=O)Nc3ccc4c(c3)OCO4)n2)cc1	101	17	97	-16	-4	99	16	13	100	97	100
CCOc1ccc(-n2c(=O)c3c(C)c(C(=O)N(C)C)sc3n(CC(=O)Nc3ccccc3F)c2=O)cc1	96	x	96	-24	-5	96	64	12	96	97	96
CC(CC(=O)Nc1ccc(Cl)c([N+](=O)[O-])c1)c1ccccc1 (centres undefined)	105	x	100	15	0	102	11	21	103	97	103
CCOc1ccc(N(CC(=O)Nc2ccc(OC)cc2)S(C)(=O)=O)cc1	97	-1	102	14	-4	98	17	37	99	100	99
O=c1c2c(-c3ccc(Cl)cc3)csc2nc2n1CCC2	100	-5	99	-3	-3	100	8	11	97	97	101
Cc1ccc(/C=N/N=C/c2ccc(C)cc2)cc1	94	7	102	6	-28	99	6	2	99	101	99
O=C(CN1CCN(c2ccc(Cl)cc2)CC1)NCc1ccccc1	110	6	97	-10	-57	102	11	9	101	97	96
Nn1c(Cc2ccccc2F)nnc1SCCOc1ccc(Cl)cc1	102	-8	103	-3	-6	99	7	2	99	99	98
CCOCCCNC(=O)C(NC(=O)C1CCC(=O)N1)c1ccc(C)cc1 (centres undefined)	101	x	106	1	10	101	25	31	101	98	102
CCC(C)NS(=O)(=O)c1ccc(S(=O)(=O)Nc2cc3c(cc2C(C)=O)OCO3)cc1 (centres undefined)	99	x	102	5	-25	96	13	9	101	100	101
COc1cc(CNn2cn[nH]c2=S)cc(Cl)c1OCc1ccccc1	95	x	97	-8	-25	96	14	19	94	97	94
O=C(NCc1cccnc1)C1CC(=O)N(C2CCCCC2)C1 (centres undefined)	97	x	98	2	-19	99	7	15	97	96	99
COc1ccc(OC)c(NC(=S)N2CCC(C(O)(c3ccccc3)c3ccccc3)CC2)c1	101	57*	99	-2	-55	100	9	3	97	97	95
O=C(CCN1C(=O)c2ccccc2C1=O)N1CCN(c2ccccc2)CC1	99	-3	105	-22	-11	101	29	28	103	103	103
Cc1nc(N)nc2c1CCCC2	102	x	99	3	-9	101	21	18	101	98	103
O=C(CSc1nc(-c2ccco2)cc(C(F)(F)F)n1)N1CCCc2ccccc21	103	x	104	-6	-2	102	33	6	101	98	99

In the list so far, five have a nitro group on carbon.
SMILES	Rab7 wt GTP bind	Pf gamet viab	Rac1 wt GTP bind	Mcl1 Noxa PPI	Mcl1 Bid PPI	HRas wt GTP	GSH fluor	Avidin fluor	Rab2 wt GTP	Rac1 mut GTP	Cdc42 wt GTP
Cc1ccc(C)c(N2C(=O)c3cc(N4CCOCC4)c([N+](=O)[O-])cc3C2=O)c1	98	x	103	-14	-18	100	4	12	99	99	100
COCCCNC(=O)CSc1ccsc1[N+](=O)[O-]	104	10	105	28	-32	100	22	9	101	98	101
O=C(NNc1ccccc1[N+](=O)[O-])Nc1ccc(Cl)c(Cl)c1	101	-10	104	25	-20	101	6	14	101	103	102
CCOC(=O)c1ccc(NC(=O)c2cccc(C)c2[N+](=O)[O-])cc1	101	12	99	17	1	97	11	13	95	96	97
CC(CC(=O)Nc1ccc(Cl)c([N+](=O)[O-])c1)c1ccccc1 (centres undefined)	105	x	100	15	0	102	11	21	103	97	103

Additional entries:
SMILES	Rab7 wt GTP bind	Pf gamet viab	Rac1 wt GTP bind	Mcl1 Noxa PPI	Mcl1 Bid PPI	HRas wt GTP	GSH fluor	Avidin fluor	Rab2 wt GTP	Rac1 mut GTP	Cdc42 wt GTP
CCOc1cc(NC(=S)NCC2CCCO2)c(OCC)cc1NC(=O)c1cccc(F)c1 (centres undefined)	103	15	95	16	-54	95	17	10	97	93	96
NS(=O)(=O)c1cccc(NC(=O)COC(=O)CC2CC3CCC2C3)c1 (centres undefined)	102	15	96	21	7	98	15	10	99	94	98
O=C(O)CCC(=O)NC1CCCCC1	106	-13	103	-25	-3	106	12	16	103	99	108
O=C(Nc1ccccc1N1CCOCC1)c1ccccc1NS(=O)(=O)c1ccc(F)cc1	95	x	104	18	-7	101	77	10	99	104	103
NC(=O)C1CCN(Cc2nc3ccccc3c(=O)[nH]2)CC1	106	8	107	-14	-29	105	14	7	105	103	105
CN(CC(=O)Nc1ccncc1)S(=O)(=O)c1ccc(Br)cc1	104	x	104	-1	-29	99	23	13	100	99	99
CC(C)(C)c1ccccc1NC(=O)Cn1c(=O)cnc2ccccc21	u	17	u	11	-11	u	9	16	u	u	u
CSc1nc(N)c2c(C)c(C)sc2n1	99	6	102	25	-48	98	9	7	98	98	102
COc1ccc(C2=CC(c3sccc3C)n3nnnc3N2)cc1 (centres undefined)	94	x	99	7	-18	97	5	7	95	95	99
COc1cc(C)nc(Oc2ccc(=O)n(C)n2)n1	99	x	99	-3	-19	98	12	32	98	96	98
Nc1cccnc1Sc1cc(Cl)cc(Cl)c1	98	0	98	13	13	97	35	7	98	97	98

Among those listed so far, these have a COOH group:
SMILES	Rab7 wt GTP bind	Pf gamet viab	Rac1 wt GTP bind	Mcl1 Noxa PPI	Mcl1 Bid PPI	HRas wt GTP	GSH fluor	Avidin fluor	Rab2 wt GTP	Rac1 mut GTP	Cdc42 wt GTP
CC(C)CCNC(=O)c1ccc2c(SCC(=O)O)c3c(nc2c1)CCCC3	99	20	101	20	-4	97	24	12	99	96	99
O=C(O)CCC(=O)NC1CCCCC1	106	-13	103	-25	-3	106	12	16	103	99	108

Random draw from the library; overall some 3% were active at least once.
